HT1080 viability: HT1080 cell viability loss – fluorescence readout (AID 620) | cytotoxicity, % at 10 µM, or EC50 in µM where a hit was titrated | HT1080 viability, fluorescence; higher % means a stronger effect | hit rate 0.42% among 87,000;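 further: cells exposed to compound overnight then 4 h with Alamar Blue; 0% = vehicle DMSO and 100% = killing control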
Spn MK inh: S. pneumoniae mevalonate kinase inhibition; purified MK, PK/LDH-coupled NADH absorbance 340 nm; inhibition, % at 10 µM; hit rate 0.48% among 65,000;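 active means ranked among the strongest by inhibition in the single 10 µM screen, a fixed top-ranked set picked for dose follow-up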; further: no value below 0 was filed
DPM-DC inhibit: inhibitors of Streptococcus pneumoniae diphosphomevalonate decarboxylase; purified DPM-DC, PK/LDH coupled NADH fluorescence; calls only at 10 µM; hit rate 0.49% among 65,000; AID 556;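 active means the 320 compounds with the highest percent inhibition in the single-dose primary screen, excluding strongly autofluorescent ones, cut at about 32% in these data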;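 further: kinetic rate of NADH fluorescence loss reporting ADP formed by the decarboxylase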
PMK inhibit: blocks S. pneumoniae phosphomevalonate kinase. hit rate 0.49% among 65,000. purified PMK, PK/LDH-coupled NADH absorbance 340 nm. inhibition, % at 10 µM;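 active means top-ranked compounds by inhibition in the single 10 µM screen, taking a fixed number of the strongest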;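 further: 0% = full reaction with DMSO carrier and 100% = background rate without enzyme reaction; no value below 0 was filed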
Bfl-1 displacement: displacement of Bid BH3 peptide from Bfl-1 – biochemical, fluorescence polarization, FITC-Bid, mouse, primary screen (AID 432); FITC-Bid BH3 peptide fluorescence polarization displacement; higher % means a stronger effect; displacement, % at 20 µM, or IC50 in µM where a hit was titrated; hit rate 0.02% among 64,000; in the data active means a potency from the dose series; inactive means the rest, 99 in 100 with displacement below about 15%; further: strong numbers were not always called active
LYP phosphatase: inhibition of human PTPN22 tyrosine phosphatase – biochemical, DiFMUP fluorescence, recombinant catalytic domain, 10 µM, primary screen (AID 606) | recombinant LYP catalytic domain, DiFMUP fluorescence; higher % means a stronger effect | 52,000 tested, under 10 active | inhibition, % at 10 µM, or IC50 in µM where a hit was titrated;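 active means IC50 under 40 µM in the dose-response test; inactive means IC50 of 40 µM or more, or never dose-tested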
HPDE-C7 cytotoxicity: HPDE-C7 pancreatic duct cell viability loss – fluorescence, HTS (AID 430). HPDE-C7 pancreatic duct cells viability, fluorescence; higher % means a stronger effect. hit rate 1.8% among 63,000. one-dose cytotoxicity, % at 10 µM; EC50 in µM for titrated hits;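 further: cells exposed to compound for 48 hours before viability readout; 0% = vehicle and 100% = reference cytotoxic drug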
Alkaline phosphatase: human TNAP enzyme inhibitors, biochemical, luminescent (AID 518). purified TNAP enzyme, luminescent substrate readout; higher % means a stronger effect. inhibition, % at 20 µM, or IC50 in µM where a hit was titrated. hit rate 0.09% among 64,000; in the data active means a potency from the dose series; inactive means the rest, 99 in 100 with inhibition below about 22%;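 further: plate controls were vehicle for no effect and reference inhibitor for full effect; many of its hits are not listed in these tables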
HPDE-C7K KRASV12: viability loss of HPDE-C7K cells – cell-based, fluorescence, HTS, primary screen (AID 431) | hit rate 1.7% among 63,000 | cytotoxicity, % at 10 µM, or EC50 in µM where a hit was titrated | HPDE-C7K KRASV12 cells, Alamar Blue viability, 48 h; higher % means a stronger effect;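 active means compounds whose percent cytotoxicity in the single-dose primary screen, scaled between solvent and toxic-drug controls, exceeds 50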;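 further: 0% = DMSO solvent wells and 100% = doxorubicin-treated wells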
PMK inhibit pilot replicates: second read-out of PMK inhibit, no call of its own (marks repeat the call); inhibition, %; measured here: pilot screen replicates
Spn MK inh pilot replicates: also measured in Spn MK inh; calls as there; inhibition, %; measured here: pilot screen replicates
DPM-DC inhibit pilot screen %: second read-out of DPM-DC inhibit, no call of its own (marks repeat the call); inhibition, %; measured here: pilot screen trials
Active calls of the source: *; i = inactive; · = no result given. Unless noted, no stated cut-off is given here; in the data, active means cytotoxicity above about 50%; inactive means the rest.

SMILES | HT1080 viability | Spn MK inh | DPM-DC inhibit | PMK inhibit | Bfl-1 displacement | LYP phosphatase | HPDE-C7 cytotoxicity | Alkaline phosphatase | HPDE-C7K KRASV12 | others
COCCn1nnnc1CN1C2CCCC1CC(NC(C)=O)C2 (centres undefined) | 2% | 11 | i | 8 | -9% | 14% | -10% | 6% | 6%
CN1CCN(C(=O)N2c3ccccc3C=Cc3ccccc32)CC1 | 4% | 0 | i | 1 | 7% | 18% | -18% | 3% | -6%
O=c1oc2ccccc2n1CSC1=NCCS1 | 4% | 2 | i | 7 | -12% | 15% | 6% | 5% | 14%
O=C1C(=O)N(CCCn2ccnc2)C(c2cccnc2)/C1=C(/O)c1ccc(Cl)cc1 (centres undefined) | -1% | 5 | i | 12 | -4% | -3% | -2% | 11% | -5%
O=C(CCC(=O)c1cccs1)Nc1ccccc1F | -4% | 0 | i | 12 | -4% | 4% | 4% | 10% | 0%
C=CCOc1cccc(C2/C(=C(/O)c3ccc(C)cc3)C(=O)C(=O)N2CCN2CCOCC2)c1 (centres undefined) | 4% | 9 | i | 0 | 2% | 13% | 0% | 2% | -6%
NC(=S)c1ccc(C(N)=S)o1 | -7% | 7 | i | 18 | 2% | 6% | -8% | 8% | 2%
COC(=O)c1ccc(S(=O)(=O)c2ccc(C(=O)OC)s2)s1 | -13% | 7 | i | 0 | 9% | 4% | -13% | -2% | -12%
Cc1cc(NC(=O)CSc2nc3ccccc3c(=O)n2Cc2ccc(F)cc2)no1 | 2% | 5 | i | 10 | -6% | 6% | 5% | 4% | 2%
COc1ccc(-c2nnc(CSc3nc4ccccc4c(=O)n3C)o2)cc1OC | 2% | 13 | i | 8 | -8% | · | 24% | 8% | 17%
COc1ccc(S(=O)(=O)N2CCN(C(=O)CCC3CCCC3)CC2)cc1 | · | 7 | i | 6 | -9% | 1% | -16% | 2% | -6%
CCOC(=O)c1[nH]c2c(c1C)C(=O)CC(c1ccc(OC)c(OC)c1)C2 (centres undefined) | · | 0 | i | 18 | -15% | · | -14% | 8% | -13%
O=C(O)CCn1c(C2CCCCC2)nc2ccccc21 | 6% | 19 | i | 2 | -2% | 10% | -3% | 4% | -10%
Cc1cc(COc2ccccc2OCCN2CCN(C)CC2)no1 | · | 3 | i | 5 | -2% | 9% | -3% | 10% | -9%
Fc1ccccc1N1CCN(C(c2cccs2)c2nnnn2CCc2ccccc2)CC1 (centres undefined) | -16% | 3 | i | 10 | -6% | 10% | -7% | 0% | -6%
O=C(NC(=O)c1ccccc1)NC1(C(F)(F)F)OCCO1 | 1% | 6 | i | 4 | -4% | 1% | 6% | 5% | 2%
O=C(NCc1ccco1)c1ccc2c(c1)N(Cc1ccccc1)C(=O)CS2=O (centres undefined) | -3% | 4 | i | 0 | -1% | -3% | -19% | 4% | -13%
COCC(=O)N(Cc1ccccc1)c1ccccn1 | 8% | 4 | i | 4 | -6% | 12% | -13% | 10% | 13% | PMK inhibit pilot replicates=4.5;Spn MK inh pilot replicates=0.0;DPM-DC inhibit pilot screen %=5.0
CCN(CC)C(=O)Oc1ccc2c(=O)c(-c3ccc(OC)cc3)coc2c1 | -8% | 9 | i | 11 | -8% | 17% | 0% | 5% | -4%
Cc1cc(-c2ccccc2C(=O)NCc2ccccc2)on1 | 2% | 9 | i | 7 | -7% | 2% | 2% | 12% | 1%
Cc1n[nH]c(=O)nc1NCc1ccccc1Cl | 0% | 13 | i | 14 | -12% | 7% | -8% | 3% | -7%
CCC(=O)NCCc1cc2cc(C)c(C)cc2[nH]c1=O | 10% | 0 | i | 15 | -10% | 16% | -13% | 9% | -10%
Cc1ccc2[nH]c(=O)c(CN(Cc3cccs3)Cc3nnnn3CC3CCCO3)cc2c1 (centres undefined) | -9% | 9 | i | 17 | -4% | · | -7% | 6% | -3%
Cc1nnc(SCCn2c(N3CCC(C)CC3)nc3c2c(=O)n(C)c(=O)n3C)s1 | 2% | 11 | i | 13 | · | 16% | · | · | ·
CCN(CC)S(=O)(=O)c1cccc(C(=O)Nc2ccc(Cl)cn2)c1 | -8% | 0 | i | 5 | 6% | · | 4% | 11% | -19%
COc1ccc(CNC(=O)C2CC(=O)N(c3ccc(OCC(=O)N4CCCCC4)cc3)C2)cc1 (centres undefined) | 1% | 10 | i | 4 | -12% | -2% | 6% | 7% | 3%
CCc1ccc(OCCCC(=O)O)c(Br)c1 | 2% | 0 | i | 9 | -3% | -3% | 1% | 0% | 9%
CC(C)(C)C(=O)CC(=O)Nc1ccc(Cl)c(N)c1 | 9% | 7 | i | 0 | -2% | 13% | 2% | 2% | 1%
Cc1cc2ccccc2c(=O)n1CC(=O)Nc1ccc2c(c1)OCO2 | -4% | 11 | i | 14 | 2% | 3% | 9% | 17% | 12% | PMK inhibit pilot replicates=3.0;Spn MK inh pilot replicates=3.5;DPM-DC inhibit pilot screen %=1.0
COC(=O)[C@H](Cc1ccccc1)NC(=O)N1CC(C)OC(C)C1 (some centres undefined) | 1% | 4 | i | 12 | -1% | · | 4% | 7% | -14%
CC(=Nc1ccccc1)Nc1ccccc1 | 3% | 5 | i | 0 | -2% | 5% | -14% | 7% | -4%
COc1ccccc1C(=O)N1CCN(c2cccc(C(F)(F)F)c2)CC1 | 59%* | 0 | i | 13 | -1% | -8% | 61%* | -4% | 62%*
CCSCc1nnc(SCC(=O)Nc2cccc(SC)c2)n1C | 0% | 9 | i | 10 | -1% | · | -10% | 5% | -8% | PMK inhibit pilot replicates=3.0;Spn MK inh pilot replicates=0.0;DPM-DC inhibit pilot screen %=0.0
N#CC1=C(N)N(c2ccc(Oc3ccccc3)cc2)C(=O)C1 | -11% | 2 | i | 12 | -7% | -8% | 2% | 9% | -6% | PMK inhibit pilot replicates=4.0;Spn MK inh pilot replicates=0.0;DPM-DC inhibit pilot screen %=1.0
CC1(C)CC(=O)c2cnc(N3CCN(c4ccccc4)CC3)nc2C1 | -3% | 5 | i | 6 | 8% | 2% | 1% | 4% | 0%
CCOc1ccc(N2C(=O)CSC23CCCCC3)cc1 | -11% | 3 | i | 13 | 10% | 9% | -24% | -3% | -19%
CCOC(=O)CC(=O)Nc1nnc(C(C)C)s1 | 11% | 7 | i | 0 | -4% | · | -5% | 1% | -21%
Cc1ccccc1N1C(=O)C2ON(c3ccccc3)C(c3cccnc3)C2C1=O (centres undefined) | -11% | 1 | i | 3 | -6% | 1% | 13% | 3% | -7%
CCC(c1nnc(SCC(=O)NCCc2ccc(Cl)cc2Cl)o1)N(C)C (centres undefined) | -3% | 4 | i | 12 | -2% | 12% | -13% | 8% | -4%
CCN(CC)CCN1C(=O)C(=O)/C(=C(/O)c2c(C)[nH]c(C(=O)OC)c2C)C1c1ccco1 (centres undefined) | -1% | 4 | i | 1 | 4% | 1% | -1% | 17% | -12% | PMK inhibit pilot replicates=1.5;Spn MK inh pilot replicates=0.0;DPM-DC inhibit pilot screen %=0.0
Nn1c(SCc2nc3ccccc3[nH]2)nnc1-c1cccnc1 | 2% | 10 | i | 0 | -2% | · | -13% | 4% | 5%
CC(C)C(=O)N1CCC(CN=Cc2c(O)n(C3CCCCC3)c(=O)n(C3CCCCC3)c2=O)CC1 | -7% | 2 | i | 0 | -4% | -11% | -3% | 9% | -14%
COc1cc2[nH]c(=O)n(CCC(=O)N3CCN(c4cccc(C)c4C)CC3)c(=O)c2cc1OC | -12% | 6 | i | 0 | -3% | · | 0% | 4% | -1%
Cc1cn(COC/C=C/c2ccccc2)c(=O)[nH]c1=O | 7% | 8 | i | 8 | 8% | 1% | 4% | 9% | -4%
COCCc1nnc(NC(=O)Cc2ccccc2)s1 | 26% | 13 | i | 17 | -6% | 6% | 8% | 3% | 7%
CCSc1nnc(Cn2c(=O)sc3ccccc32)n1-c1ccc(OC)cc1 | 11% | 7 | i | 8 | 12% | 11% | 4% | 5% | 9%
CCC(C)NC(=O)CC(NS(=O)(=O)c1ccc(Cl)cc1)c1ccco1 (centres undefined) | -3% | 0 | i | 0 | -2% | · | -15% | 2% | -19%
Cc1cc(C)nc(/N=C2\NC(=O)CC(C(=O)O)N2CCc2c[nH]c3ccccc23)n1 (centres undefined) | -3% | 1 | i | 0 | 0% | 14% | -9% | 10% | 3%
COC(=O)c1ccc(NC(=O)CCn2cccc2)cc1 | -3% | 0 | i | 9 | -1% | 2% | 1% | 12% | 6%
Cc1ccc(S(=O)(=O)C2(C(=O)N3CCCC(C)C3)CC2)cc1 (centres undefined) | 3% | 2 | i | 9 | -7% | · | -1% | 4% | -1%
CCOC(=O)c1sc(NC(=O)c2cccs2)cc1C | 4% | 0 | i | 0 | -3% | 7% | -16% | 13% | -4%
Cc1cc(C)n(-c2nnc(C)n2NS(=O)(=O)c2ccc(F)cc2)n1 | -4% | 7 | i | 2 | -3% | · | 3% | 1% | 3%
Cc1ccc(NC(=O)COC(=O)Cn2c(C)csc2=O)cc1 | -6% | 4 | i | 14 | -4% | 13% | 11% | 5% | -4%
CCOC(=O)CNc1nc(OCC#N)nc(N2CCOCC2)n1 | 1% | 0 | i | 12 | 4% | 16% | -7% | 3% | 7%
CCCc1cc(=O)[nH]c(SCC)n1 | 44% | 14 | i | 3 | -6% | -1% | -13% | 10% | -14%
CN1CCN(CCCNC(=O)c2ccc(CS(=O)(=O)c3ccc(Br)cc3)o2)CC1 | -11% | 3 | i | 7 | 6% | 9% | -28% | 1% | -20%
O=C(CCn1c(=O)oc2ccccc21)Nc1cccc(Cl)c1 | 0% | 2 | i | 9 | -1% | 2% | -11% | 19% | 4%
COc1ccc(N2CCN(Cc3cc(=O)oc4ccc(Cl)cc34)CC2)cc1 | -4% | 9 | i | 14 | -1% | · | -2% | 5% | -2%
Cc1ccccc1CSc1nc2c(c(=O)[nH]1)CCC2 | 2% | 0 | i | 9 | -6% | · | -13% | 12% | 6%
Clc1ccc(-n2ncc3c(N4CCCC4)ncnc32)cc1 | 0% | 9 | i | 4 | 3% | 8% | -16% | -3% | -20%
COc1ccc(-c2n[nH]c(C(F)(F)F)c2-c2cc3ccccc3o2)c(O)c1 | 10% | 8 | i | 7 | -3% | · | 3.2µM* | -25% | 3.7µM*

Three compounds already listed, arranged by heavy-atom count, descending.
SMILES | HT1080 viability | Spn MK inh | DPM-DC inhibit | PMK inhibit | Bfl-1 displacement | LYP phosphatase | HPDE-C7 cytotoxicity | Alkaline phosphatase | HPDE-C7K KRASV12 | others
CCN(CC)S(=O)(=O)c1cccc(C(=O)Nc2ccc(Cl)cn2)c1 | -8% | 0 | i | 5 | 6% | · | 4% | 11% | -19%
Clc1ccc(-n2ncc3c(N4CCCC4)ncnc32)cc1 | 0% | 9 | i | 4 | 3% | 8% | -16% | -3% | -20%
COC(=O)c1ccc(NC(=O)CCn2cccc2)cc1 | -3% | 0 | i | 9 | -1% | 2% | 1% | 12% | 6%

Screening data deposited in PubChem BioAssay by several laboratories.
